# Cav32 inh – Cav3.2 calcium influx blockers – cell-based, Fluo-4 calcium fluorescence, FDSS, MLSMR library, primary screen; AID 449739, 2010; B-score at 10 µM; actives 4% (n = 100,000); Cav3.2-expressing cells; active compounds read low; Voltage-dependent T-type calcium channel subunit alpha-1H (Homo sapiens), O95180;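 active means single-dose well whose peak fluorescence ratio is a statistical outlier from its plate by either plate-standardised score or position-corrected B-score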
# The depositor's hits bear a star. The list is partial; rates above refer to the full screens.
SMILES,Cav32 inh
Cc1cc(C)n(CCCNCC(O)c2ccccc2)n1 (stereo not given),-0.0361
CC(C(=O)NCc1ccc2c(c1)OCO2)N1c2cccc3cccc(c23)S1(=O)=O (stereo not given),-5.1*
COc1cccc(-c2nc(CS(=O)(=O)CC(=O)NCCCOC(C)C)c(C)o2)c1,-0.546
COc1ccc(OCCCSc2ncccn2)cc1,-0.12
Nc1nonc1/C(=N/O)N1CCCC1,0.015
COc1ccc(CCNC(=O)/C=C/c2ccc(C)cc2)cc1OC,-1.16
O=C(CCN1C(=O)C2C3C=CC(C3)C2C1=O)NCC1CCCO1 (stereo not given),0.365
COCCNC(=O)COc1ccc(C)cc1C,1.22
CCc1nnc(NC(=O)Cn2nc(-c3ccccc3OC)ccc2=O)s1,-0.499
CCOC(=O)N1CCC(NC(=O)c2ccc3c(c2)N(Cc2ccc(C)cc2)CCS3)CC1,-4.41
CCOC(=O)CNC(=O)C1CCCN(c2ncccn2)C1 (stereo not given),-0.0711
N#Cc1nc(-c2ccc(Cl)cc2)oc1N1CCCCC1,0.0573
O=C(Nc1ccccc1C(F)(F)F)c1ccc(F)c(S(=O)(=O)N2CCOCC2)c1,-0.0269
COc1ccc(N2C(=O)C3CCCN3C2c2ccccc2)cc1Cl (stereo not given),-0.343
O=C(NNC(=O)c1ccccc1F)c1cccc(Cl)c1,0.327
Cc1ccc(CNC(=O)c2nc3nc(C)cc(C)n3n2)cc1,-0.0148
CCN(CC)CCNc1nc(-c2ccco2)c2c(c1C#N)CC(C)(C)OC2,0.404
COc1ccc(/C=C/C(=O)CC(O)(c2ccccc2)C(F)(F)F)cc1 (stereo not given),-2.64
CCOC(=O)C1CCN(C(c2cccc(F)c2)c2sc3nc(C)nn3c2O)CC1 (stereo not given),0.62
Cc1nc2ccccc2n1C1CC(=O)N(N(C)C)C1=O (stereo not given),-1.75
COc1ccc2c(c1)C=C(C(=O)NCc1ccc(Cl)cc1)CO2,-6.68*
CCOCCCNCC(=O)N1CCN(S(=O)(=O)c2ccc(C)cc2)CC1,0.374
CCCc1cc(=O)[nH]c(SCC(=O)N(CC)C2CCS(=O)(=O)C2)n1 (stereo not given),0.698
COc1ccccc1CC1(C)NC(=O)N(CC(=O)Nc2cc(C)on2)C1=O (stereo not given),-0.297

# An excerpt of these results, as labelled records.
COc1ccc(/C=C/C(=O)CC(O)(c2ccccc2)C(F)(F)F)cc1 (stereo not given)
  Cav32 inh: -2.64
CCOC(=O)C1CCN(C(c2cccc(F)c2)c2sc3nc(C)nn3c2O)CC1 (stereo not given)
  Cav32 inh: 0.62
Cc1nc2ccccc2n1C1CC(=O)N(N(C)C)C1=O (stereo not given)
  Cav32 inh: -1.75
COc1ccc2c(c1)C=C(C(=O)NCc1ccc(Cl)cc1)CO2
  Cav32 inh: -6.68*

# Remaining list, next part
SMILES,Cav32 inh
COc1ccc(NC(C)=O)cc1NC(=O)CSc1nnc(-c2cccnc2)n1C,-0.858
O=C(CSc1cccc(C(F)(F)F)c1)N1CCN(S(=O)(=O)c2ccccc2)CC1,-1.59
CC(C)(C)c1ccc(OCC(=O)NC2CCS(=O)(=O)C2)cc1 (stereo not given),0.367
CCOc1ccc(Nc2nc(C)cc(C)c2C#N)cc1,-0.81
CCCCC(Nc1ncnc2ccccc12)C(=O)O (stereo not given),0.0857
COc1cccc(-c2nnc(SCc3ccccn3)n2C)c1,1.36
Cc1cc(C)c(S(=O)(=O)c2c(C)cccc2C)c(Cl)n1,0.688
COc1ccc(Cl)cc1N(CC(=O)Nc1ccc2c(c1)OCO2)S(C)(=O)=O,-2.46
O=S(=O)(Nc1cccc2cccnc12)c1ccc(S(=O)(=O)N2CCCC2)cc1,-1.36
COc1ccc(C)cc1NC(=O)C1CC(=O)OC12CCCCC2 (stereo not given),0.502
CCN(CC)c1ccc(NC(=O)OC)cc1,0.106
CCOc1c2ccc(C(=O)NCCc3ccc(C)cc3)cc2nn1CC,1.01

# 4 compounds drawn at random from those above, as already listed:
SMILES,Cav32 inh
COc1ccccc1CC1(C)NC(=O)N(CC(=O)Nc2cc(C)on2)C1=O (stereo not given),-0.297
COc1ccc2c(c1)C=C(C(=O)NCc1ccc(Cl)cc1)CO2,-6.68*
Cc1ccc(CNC(=O)c2nc3nc(C)cc(C)n3n2)cc1,-0.0148
CCOc1c2ccc(C(=O)NCCc3ccc(C)cc3)cc2nn1CC,1.01

# Later entries.
SMILES,Cav32 inh
CCOc1ccc(C2=C(C=Nc3c(C)n(C)n(-c4ccccc4)c3=O)C(c3ccc(F)cc3)c3ccccc3O2)cc1 (stereo not given),0.00326
Cc1nnc(NCCc2ccccc2)[nH]c1=O,0.644
COC(=O)c1ccc(CN2C(=O)NC3(CCC(C)CC3)C2=O)o1 (stereo not given),-0.246
CC1(OC(=O)C2CCCC2)C(=O)C=C2C=C(c3ccsc3)N(CCN3CCOCC3)C=C2C1=O (stereo not given),1.16
Cc1ccccc1C1C(C#N)=C2N=C(N)c3c(sc4c3CCCCC4)N2C2=C1C(=O)CC(C)(C)C2 (stereo not given),-0.639
Cc1nn(Cc2ccccc2)c(C)c1C(=O)OCC(=O)c1cc(C)n(CC(F)(F)F)c1C,-4.78
O=c1[nH]n(-c2ccc(F)cc2)c2ncccc12,0.224
Cc1ccc(C(=O)C2=C(O)C(=O)N(c3ncccn3)C2c2ccc(Cl)cc2)o1 (stereo not given),-0.22
COc1ccc(C)cc1S(=O)(=O)Nc1cccc(Cl)c1Cl,-4.15
Cn1c(COc2ccccc2)nnc1SCC(=O)NCc1ccccc1,1.1
Cc1ccc(C(=O)NNC(=O)C2CCN(c3nc(C)cc(C)n3)CC2)cc1,1.14
N#C/C(C(=O)c1ccccc1)=C1/CCCN1,0.597
CCCc1nc2oc3c(NCCN(C)C)ncnc3c2c2c1CCCC2,-1.16
CCOC(=O)C1(S(=O)(=O)c2ccccc2)CCN(Cc2ccc(Cl)cc2)CC1,-3.07
Cc1cc(C)n(-c2nc3ccccc3[nH]c2=O)n1,0.695
Cc1ccc(Cn2ccc(NC(=O)c3cc(-c4ccc(Cl)cc4)on3)n2)cc1,-1
O=C(O)CCN1C(=O)/C(=C\c2ccc(-c3nc4ccccc4s3)o2)SC1=S,0.736
COC(=O)CCCC(=O)Nc1ccc(Cl)c(Cl)c1,0.0488
CCOC(=O)CSC1=NC(=O)CS1,0.3
CCOC(=O)c1c(-c2cccc([N+](=O)[O-])c2)csc1NC(=O)CCCOc1ccccc1OC,-4.79*
c1cncc(-c2csc(NCc3ccco3)n2)c1,0.22
CCCc1ccc(/C=C2\C(=O)c3ccccc3C(O)=C2C(=O)OCC)cc1,-0.817
Cc1noc(C)c1S(=O)(=O)N1CCCC(C(=O)Nc2nccs2)C1 (stereo not given),0.291
CCOc1ccc(Br)cc1/C=N/NC(=O)c1ccncc1,-0.939
COC(=O)C1(c2ccccc2)NC(c2cccs2)C2C(=O)N(C)C(=O)C21 (stereo not given),1.57
O=C(NCc1ccc(Cl)cc1)c1cnccn1,-0.417
CCOc1ccc(NS(=O)(=O)c2ccc(OCC(=O)N3CCCC3)cc2)cc1,0.237
CCOC(=O)c1[nH]c2cc3c(cc2c1NC(=O)CN1CC(C)CC(C)C1)OCO3 (stereo not given),-1.36
CCn1nc(C)c(NS(=O)(=O)c2ccccc2)c1C,1.39
CC1=C(C)CC(C(=O)N2CCN(Cc3ccccc3)CC2)C(C(=O)O)C1 (stereo not given),1.44
COC(=O)CN(n1cnnc1)S(=O)(=O)c1ccc(C)cc1,0.25
COc1ccc(Nc2ncc(C(=O)N3CCN(Cc4ccccc4)CC3)c3ccccc23)cc1,-3.41
Cc1ccc(C(=O)COC(=O)CCC(=O)NC2CCCCC2)cc1C,-3.5
CC1CCC(NC(=O)C2CCN(c3cnccn3)CC2)CC1 (stereo not given),0.00624
Cn1nc(CC(=O)NC2CCCCCC2)c2ccccc2c1=O,1
COCc1cc(C)nc(Nc2ccc(C)cc2C)c1C#N,-0.00773
Brc1ccc(Oc2ncc(CN3CCN(c4ccccc4)CC3)s2)cc1,-0.283
CCOC(=O)C[C@H]1c2ccc(C(F)(F)F)cc2S(=O)(=O)N1c1ccccc1,-2.6
Cc1ccc(C)c(C(=O)CC2(O)C(=O)N(C)c3ccccc32)c1 (stereo not given),-0.103
CCOc1nc(N(C)C)nc(-n2nnc(C(C)=O)c2C)n1,0.692
O=C(Nc1ccc(NC(=O)C2CC2)nc1)c1ccncc1,0.0527
CC1(C(=O)NC2CCCC2)CCC(=O)N1Cc1cccs1 (stereo not given),-1.47
O=c1oc(-c2cccc(Cl)c2)nc2c1cnn2-c1ccccc1,0.905
COc1ccc(-c2csc(N3CCN(C(=O)c4ccccc4)CC3)n2)cc1,-2.56
COc1ccc(NC(=O)CSc2nnc(-c3ccccc3C)n2N)cc1,-0.0995
CCn1c(=NC(=O)c2ccc(N3C(=O)CCC3=O)cc2)sc2c(OC)ccc(OC)c21,-0.473
O=S(=O)(Nc1nc2ccccc2s1)c1ccc(Br)s1,-3.34
CN(C)c1ncc(S(=O)(=O)c2ccccc2)c(-c2ccccc2Cl)n1,-1.38
CCOc1ccc(C(=O)Nc2ccccc2-c2ccccc2)cc1Cl,-0.284
COc1ccc(N=C2CCCN2CC(N)=O)cc1,0.244
Cc1ccc2cc(S(=O)(=O)NCCC(=O)O)ccc2c1,-0.452
CC(=O)c1c(C)cc(C)c(CSc2nc(C)cc(=O)[nH]2)c1C,-3.38
COC(=O)C1=C(C)N(Cc2ccc(OC)c(OC)c2)C(=O)C1,0.572
Cc1nc(NC(=O)c2cccc(Cl)c2)sc1-c1csc(Nc2cccc(Cl)c2)n1,1.63
CN(C)CCCn1c(NCc2ccc3c(c2)OCO3)nc2ccccc21,0.602
O=C(Nc1cccc2ccccc12)N1CCN(c2ccc(F)cc2)CC1,-0.712
COc1ccc(-n2nnnc2SCC(=O)Nc2nnn(C)n2)cc1,-1.67
CCOC(=O)c1ccc(COC(=O)CNC(=O)CNC(=O)c2ccc(OC)cc2)o1,-0.802
O=C1c2ccccc2C(Nc2ccc(F)cc2F)N1CCN1CCOCC1 (stereo not given),0.735
CC(=O)OCC1OC(c2ccccc2)C(OC(C)=O)C(OC(C)=O)C1OC(C)=O (stereo not given),0.808
# Next structures
SMILES,Cav32 inh
O=C(CNC(=O)Cn1ccc2ccccc2c1=O)NCCCN1CCCCCC1,-0.0878
CCOc1ccc(-n2nc3ccc(NC(=O)c4ccc5c(c4)OCCO5)cc3n2)cc1,0.00711
COc1cc(S(=O)(=O)NCc2ccccc2)ccc1F,0.403
Cn1c(SCC#N)nnc1-c1ccc2c(c1)OCO2,0.912
Cc1c(N=C/C=C/c2ccccc2)cnn1C,0.647
O=C(O)C1CCC(=O)N1Cc1ccc(F)cc1 (stereo not given),0.322
Cc1c(C(=O)N2CC3(CC(c4cccc(NC(=O)[C@H]5CCC(=O)N5)c4)=NO3)C[C@@H]2C(N)=O)cc([N+](=O)[O-])cc1[N+](=O)[O-] (stereo not given in full),-0.482
COc1ccc(C(c2nnnn2C(C)(C)C)N2CCN(c3nc4ccccc4s3)CC2)cc1 (stereo not given),-5.26*
COc1ccc(OC)c(NC(=O)CSc2nnnn2-c2ccccc2F)c1,-0.236
Cn1c(CCNC(=O)C(C)(C)C)nc2ccccc21,0.179
CC(O)Cc1cn([C@@H](CCCCNC(=O)OC(C)(C)C)C(=O)N2CCN(C(=O)OC(C)(C)C)CC2)nn1 (stereo not given in full),-0.626
CC(C)(C)C1=Nn2c(nnc2-c2ccccn2)SC1,0.0274

# Some of the entries so far, bar-delimited.
SMILES | Cav32 inh
c1cncc(-c2csc(NCc3ccco3)n2)c1 | 0.22
CCc1nnc(NC(=O)Cn2nc(-c3ccccc3OC)ccc2=O)s1 | -0.499

# Following part:
SMILES,Cav32 inh
Cc1cc(C)c(Cn2cnc(-c3ccc([N+](=O)[O-])cc3)c2)c(C)c1,-0.146
CCCCc1cc(=O)oc2cc(OCC(=O)N3CCc4ccccc43)ccc12,-0.351
O=C(C1CCCO1)N1CCN(S(=O)(=O)c2ccccc2)CC1 (stereo not given),-0.022
CC(NC(=O)c1ccco1)C(c1cccs1)N1CCN(c2ccc(F)cc2)CC1 (stereo not given),-0.602
COc1ccc(-c2nc(SCc3ccccc3)n(S(C)(=O)=O)n2)cc1,0.339
O=C(O)CNC(=O)c1ccc(S(=O)(=O)N2CCOCC2)cc1,-0.0758
CSc1cccc(NC(=O)CN(C2CCCCC2)S(C)(=O)=O)c1,-5.13*
CCn1cc(C(=O)O)c(=O)c2cc(Br)ccc21,0.218
COc1ccc(CCNc2nc(C)nc3c2oc2ccccc23)cc1OC,-1.03
O=C(O)C1(NS(=O)(=O)c2ccc(Cl)cc2)CCCCC1,0.576
CCc1c(C)nc(Nc2nc(C)c3ccc(OC)cc3n2)[nH]c1=O,1.08
Cc1[nH]nc2c1C(c1ccc(OC(=O)c3ccco3)cc1)C(C#N)=C(N)O2 (stereo not given),-0.408
CN(C)c1cccc(-c2nnc(SCCCC#N)o2)c1,-1.02
Cc1ccc(C2CC(C(F)(F)F)n3ncc(C(=O)NCc4ccco4)c3N2)cc1 (stereo not given),-5.76*
O=C(NCc1ccccn1)c1cc(-n2cnnc2)ccc1Cl,0.453
CCOC(=O)c1c(C(C)(C)C)oc2ccc(OCC#N)cc12,-0.465
C=CCOc1c2ccc(C(=O)NCc3ccc(C)cc3)cc2nn1C,2.04
COc1c(F)c(F)c(C(=O)Nc2ccc(NC(=O)c3ccco3)cc2)c(F)c1F,-0.0769
O=C(N[C@H](CO)Cc1ccccc1)c1ccco1,0.661
CCC(C)(C)NC(=O)C(c1ccncc1)N(Cc1cccs1)C(=O)Cn1nnc2ccccc21 (stereo not given),-0.517
